Screening results (PubChem BioAssay)
Shiga toxin inh – Shiga toxin inhibition | inhibition, % at 38.7 µM | AID 2315 | Vero cells, Shiga toxin protein synthesis inhibition reporter | 9.2% of 290,000 active; in the data active means inhibition mostly above about 28%, no sharp cut-off; inactive means mostly below about 43%; further: 0% is about no effect
Pf growth 96h – P. falciparum growth inhibition at 96 hours | P. falciparum luciferase reporter growth, 96 h | Potency, µM (series often up to 28.7 µM), without a hit: top-dose activity change, negative = inhibition, most hits filed as inhibitors | 6.9% of 320,000 active; further: potency means the concentration at half of the fitted maximal effect; on the % scale 0 is the no-effect control and ±100 the full control effect
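P. falciparum expressing integrated firefly luciferase, in erythrocytes at 2% hematocrit, 0.05% parasitemia, incubated with compounds 96 h at 37 C, 5% CO2. Growth inhibition read as loss of luminescence; two-generation exposure targets delayed-death apicoplast inhibitors.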
TbPYK inhibitor – inhibitors of Trypanosoma brucei pyruvate kinase; Q57TT1; Potency, µM (titrated, usually from 76.8 µM), without a hit: at the highest dose activity, negative = inhibition, most hits filed as inhibitors; 0.12% of 410,000 active; TbPYK enzyme, Kinase-Glo Plus ATP luminescence, 45 min; AID 624173; further: potency means the concentration at half of the fitted maximal effect; on the % scale 0 is the no-effect control and ±100 the full control effect; nearly all actives have a fitted effect of over 50% in size
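Screened from lowest to highest concentration, compounds were pinned into TbPYK/substrate mixtures, and ADP (130 uM final) was added. Plates sat at room temperature for 45 min prior to Kinase-Glo Plus detection by luminescence.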
AMA1-RON2 inh – inhibitors of Plasmodium falciparum AMA1-RON2 interaction | AlphaScreen AMA1-biotinylated RON2 peptide binding | Potency, µM (doses to about 58.2 µM), inactives show at the top dose activity change, negative = inhibition, hits mostly inhibitors | 0.2% of 360,000 active | AID 720542;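 further: potency means the concentration at half of the fitted maximal effect; 0% = vehicle wells and -100% = peptide control; nearly all actives have a fitted effect of over 45% in size; some results filed as inactive show a strong effect at the top dose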
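AMA1 (3D7) with his tag at 25 nM final met compounds first, then biotinylated RON2 peptide at 25 nM; detection used donor plus acceptor beads, 10 µg/mL apiece, read by AlphaScreen after 30 min at room temperature.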
Pf growth 48h – P. falciparum growth inhibition at 48 hours (one generation); P. falciparum luciferase growth in erythrocytes, 48 h; AID 504832; Potency, µM (highest dose often 28.7 µM), inactives show at the highest dose activity change, negative = inhibition, hits mostly inhibitors; 5.9% of 310,000 active; further: potency means the concentration at half of the fitted maximal effect; on the % scale 0 is the no-effect control and ±100 the full control effect
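Growth was read as firefly luciferase luminescence after a 48 h, 37 C, 5% CO2 exposure of compounds to reporter-bearing P. falciparum cultures (0.1% parasitemia, 2% hematocrit final) in Albumax-supplemented RPMI 1640.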
LmPK inh – LmPK (Leishmania mexicana) enzyme inhibition. AID 1721. 0.37% of 290,000 active. Q27686. purified LmPK, Kinase-Glo ATP luminescence, 1 h. Potency, µM (top dose mostly 57.5 µM), without a hit: at the highest dose activity change, negative = inhibition, hits mostly inhibitors; further: potency means the concentration at half of the fitted maximal effect; on the % scale 0 is the no-effect control and ±100 the full control effect
Target sequence (Q27686 whole entry, looked up): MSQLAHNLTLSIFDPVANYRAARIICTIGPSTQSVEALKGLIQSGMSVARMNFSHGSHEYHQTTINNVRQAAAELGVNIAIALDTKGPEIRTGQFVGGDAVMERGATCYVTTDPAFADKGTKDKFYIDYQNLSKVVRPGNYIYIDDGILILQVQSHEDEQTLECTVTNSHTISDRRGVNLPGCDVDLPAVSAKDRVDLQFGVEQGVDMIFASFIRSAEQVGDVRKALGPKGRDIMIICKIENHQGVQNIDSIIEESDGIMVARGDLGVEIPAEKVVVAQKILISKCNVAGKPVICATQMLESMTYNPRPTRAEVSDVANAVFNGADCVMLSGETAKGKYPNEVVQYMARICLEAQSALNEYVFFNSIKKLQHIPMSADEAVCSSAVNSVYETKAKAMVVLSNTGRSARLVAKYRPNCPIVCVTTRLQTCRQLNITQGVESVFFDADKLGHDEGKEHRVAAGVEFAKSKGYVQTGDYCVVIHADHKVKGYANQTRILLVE
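Kinase-Glo luminescence read after 1 h RT reaction of 0.1 nM LmPK with 0.5 mM PEP and 0.1 mM ADP. Activity scaled between uninhibited and enzyme-free controls.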
Cycloheximide cs – affects cycloheximide protein synthesis inhibition readout, counter-screen. AID 2314. max response, %. cell reporter, cycloheximide protein synthesis inhibition counterscreen. 12% of 300,000 active; in the data active means max response mostly above about 13%, no sharp cut-off; inactive means mostly below about 14%; further: read at 38.3 µM for the half of the compounds with a filed dose; 0% is about no effect
* = called active by the depositor; u = inconclusive; x = not tested or not shown; [ ] = another dose, or the depositor's remark. Unless noted, the call rests on the fitted dose curve; in most records, active means well fitted curve in the direction sought with a large enough effect; inconclusive means small, poorly fitted or top-dose-only effect, or another doubt; inactive means no such curve, though single readings can be large; an effect the other way counts as inactive or inconclusive.

SMILES | Pf growth 96h | LmPK inh | AMA1-RON2 inh | Shiga toxin inh | Cycloheximide cs | TbPYK inhibitor | Pf growth 48h
CC1(C)C/C(=C(/C#N)C(N)=O)CCO1 | -1% | 3% | -3% | -11 | 1 | -11% | -15%
O=c1c2[nH]c3ccc(F)cc3c2ncn1C1CCCCC1 | 26% | 0% | -4% | 10 | 3 | -2% | x
Cc1ccc(-c2nn(-c3ccc(F)cc3)cc2C(=O)NCCCN2CCCC2=O)cc1 | u | x | -16% | x | x | 2% | u
COCCCNC(=O)c1cc(=O)n(Cc2ccc(Cl)cc2)c2ccccc12 | 41%[activator] | -10% | 1% | -10 | -5 | -3% | 32%[activator]
Cc1ccc(NS(=O)(=O)c2ccc3c(c2)CC(=O)N3)cc1Cl | 14% | x | x | x | x | 3% | -1%
COC(=O)[C@H](Cc1ccccc1)NC(=O)C1CCN(C(=O)[C@H](C)NS(=O)(=O)c2ccc(C)cc2)CC1 | u | 4% | -10% | 1 | 2 | -9% | u
COc1ccccc1-n1c(COc2ccccc2-c2ccccc2)nnc1SCC(=O)c1c(N)n(C)c(=O)n(C)c1=O | u | 7% | -3% | 5 | -2 | -7% | 17%
CCN1CCN(C2CCCCC2NS(=O)(=O)c2ccccc2)CC1 (configuration not stated) | -17% | 5% | 3% | -3 | -3 | -11% | 19%
CCc1[nH]nc2c1C(C(C)C)C(C#N)=C(N)O2 (configuration not stated) | -5% | 11% | -8% | 17 | -1 | 7% | 26%
CN(C)Cc1c(O)ccc2c(=O)c(-c3ccc(Cl)cc3)coc12 | u | -3% | -9% | 18 | 14* | -8% | -30%
O=C(Nc1ccc(Cl)cc1)NC1CCCC1Cc1ccco1 (configuration not stated) | u | 6% | 6% | 47* | 41* | -2% | 10µM*
CN(C(=O)C1CCCO1)c1nnc(-c2cnccn2)s1 (configuration not stated) | 3.3µM* | -6% | -9% | 19 | 14 | 0% | -9%
O=C(Cn1c(=O)oc2ccccc21)Nc1nnc(N2CCCCCC2)s1 | 129%[activator] | 9% | -2% | 5 | 4 | 3% | x
Cc1cc(CNC(=O)[C@H]2C[C@@H]2[C@H](NP(=O)(c2ccccc2)c2ccccc2)c2ccccc2)nn1C | u | 1% | -6% | 9 | 4 | -4% | 13%
CCOC(=O)Nc1ccc(S(=O)(=O)Nc2nc(C)cc(C)n2)cc1 | x | -4% | 10% | -6 | -2 | 2% | -2%
Cc1ccccc1CN(c1ccc(C(=O)N2CCc3ccccc3C2)cc1)S(C)(=O)=O | u | 4% | -9% | 10 | -1 | 4% | u
O=C(CCl)Nc1ccc(S(=O)(=O)Nc2nccs2)cc1 | 1.5µM* | -1% | -3% | -4 | -4 | 8% | 2.3µM*
O=C(NCCc1ccc(Cl)cc1)c1cc(S(=O)(=O)N2CCCCC2)c[nH]1 | 53%[activator] | 0% | 6% | -4 | -3 | -7% | u
C=CCn1c(N(C)C)nc2c1c(=O)[nH]c(=O)n2C | 54%[activator] | -2% | -14% | -10 | -3 | 2% | 34%[activator]
COC(=O)CCc1c(C)nn(-c2ccccc2)c1C | x | 3% | -11% | 64* | 25* | -1% | 19%
c1cc2c3c(cccc3c1)NC1(CCCCC1)N2 | u | -18% | -4% | 1 | -2 | u | x
CCN1C(=O)[C@H]2[C@@H](c3ccc(-c4cccc(Cl)c4)c(OC)c3)N[C@@](C)(C(=O)OC)[C@H]2C1=O | 1.2µM* | x | 0% | x | x | 2% | 2.1µM*
COC(=O)CN1C(c2cccc(Cl)c2)=Nc2ccc(Cl)cc2C1c1ccccc1 (configuration not stated) | 1.7µM* | 4% | -27% | 23 | -1 | -15% | 2.3µM*
COCCn1c(SCC(=O)Nc2ncc(C)s2)nc2sc3c(c2c1=O)CCC3 | -18% | 7% | x | 38 | 25* | x | u
CCn1c(NC(=S)Nc2ccccc2)nc2ccccc21 | 3.3µM* | 0% | 58%[activator] | 53* | 29* | 12% | u
Cn1c(=O)c(NCCO)c2c3c(cccc31)C(=O)c1ccccc1-2 | -8% | -18% | -23% | -5 | -4 | -2% | 23%
CC(c1ccc(C(C)(C)C)cc1)S(=O)CC(O)CO (configuration not stated) | 48%[activator] | -1% | 9% | 12 | 5 | 3% | 25%
CCOc1ccc(C2/C(=C(/O)c3ccc(F)cc3)C(=O)C(=O)N2CCCN(C)C)cc1 (configuration not stated) | 38%[activator] | 0% | 12% | -2 | -2 | -4% | 12%
COC(=O)C1=C(c2ccc(OC(F)(F)F)cc2)C[C@@H]2CC[C@H]1N2C(=O)N1CCCC1 | u | x | 18% | x | x | 2% | u
CC(Sc1ccc(S(=O)(=O)N2CCOCC2)cc1[N+](=O)[O-])C(=O)O (configuration not stated) | -13% | 3% | -9%[11.6 µM] | -11 | -5 | -19% | -4%

Some of these compounds in order of heavy-atom count, highest first.
SMILES | Pf growth 96h | LmPK inh | AMA1-RON2 inh | Shiga toxin inh | Cycloheximide cs | TbPYK inhibitor | Pf growth 48h
Cc1cc(CNC(=O)[C@H]2C[C@@H]2[C@H](NP(=O)(c2ccccc2)c2ccccc2)c2ccccc2)nn1C | u | 1% | -6% | 9 | 4 | -4% | 13%
CCN1C(=O)[C@H]2[C@@H](c3ccc(-c4cccc(Cl)c4)c(OC)c3)N[C@@](C)(C(=O)OC)[C@H]2C1=O | 1.2µM* | x | 0% | x | x | 2% | 2.1µM*
Cc1ccc(-c2nn(-c3ccc(F)cc3)cc2C(=O)NCCCN2CCCC2=O)cc1 | u | x | -16% | x | x | 2% | u
COC(=O)C1=C(c2ccc(OC(F)(F)F)cc2)C[C@@H]2CC[C@H]1N2C(=O)N1CCCC1 | u | x | 18% | x | x | 2% | u
COC(=O)CN1C(c2cccc(Cl)c2)=Nc2ccc(Cl)cc2C1c1ccccc1 (configuration not stated) | 1.7µM* | 4% | -27% | 23 | -1 | -15% | 2.3µM*
COCCCNC(=O)c1cc(=O)n(Cc2ccc(Cl)cc2)c2ccccc12 | 41%[activator] | -10% | 1% | -10 | -5 | -3% | 32%[activator]
CCN1CCN(C2CCCCC2NS(=O)(=O)c2ccccc2)CC1 (configuration not stated) | -17% | 5% | 3% | -3 | -3 | -11% | 19%
CN(C)Cc1c(O)ccc2c(=O)c(-c3ccc(Cl)cc3)coc12 | u | -3% | -9% | 18 | 14* | -8% | -30%
O=C(Nc1ccc(Cl)cc1)NC1CCCC1Cc1ccco1 (configuration not stated) | u | 6% | 6% | 47* | 41* | -2% | 10µM*
O=c1c2[nH]c3ccc(F)cc3c2ncn1C1CCCCC1 | 26% | 0% | -4% | 10 | 3 | -2% | x
COC(=O)CCc1c(C)nn(-c2ccccc2)c1C | x | 3% | -11% | 64* | 25* | -1% | 19%
CCc1[nH]nc2c1C(C(C)C)C(C#N)=C(N)O2 (configuration not stated) | -5% | 11% | -8% | 17 | -1 | 7% | 26%

Further results follow:
SMILES | Pf growth 96h | LmPK inh | AMA1-RON2 inh | Shiga toxin inh | Cycloheximide cs | TbPYK inhibitor | Pf growth 48h
CC(C)(C#CC(O)(c1ccccc1)c1ccccc1)N1CCCC1 | 13% | -3% | -1% | 3 | 13 | 2% | -18%
Cc1ccnc(NS(=O)(=O)c2ccc(NC(=O)c3snnc3C)cc2)n1 | -10% | 1% | 7% | -9 | -4 | -6% | 15%
C=CC(=O)NCCCc1cc(C(C)(C)C)c(O)c(C(C)(C)C)c1 | 0% | 4% | 0% | -6 | -2 | -3% | 12µM*
N#C/C(=C\c1cc2c(cc1Br)OCO2)C(=O)NCC1CCCO1 (configuration not stated) | 7% | 0% | 23% | -13 | -2 | -2% | 17%
Cc1c(C#N)c(N)nc2c3c(sc12)NC(=O)CC3c1ccccc1 (configuration not stated) | 9% | 1% | 2% | -11 | -2 | -1% | -19%
COc1cc(CCCN2C(=S)NC[C@@H]2Cc2ccccc2)cc(OC)c1OC | -11% | -1% | -9% | -4 | 2 | -4% | -16%
Cc1noc(C)c1C(=O)OCC(=O)c1cc(C)n(Cc2ccccc2Cl)c1C | x | -9% | -21% | 63* | 45* | -2% | 39%[activator]
O=C(NNC(=O)c1ccc2ccccc2c1O)Nc1ccc(F)cc1 | -25% | -7% | 36%[activator] | -2 | -2 | -1% | 2%
Cc1nc2ccccn2c(=O)c1NC(=O)c1cccs1 | 10% | x | 0% | x | x | 1% | -7%
Cc1[nH]c2ccc(OCc3ccccc3)cc2c1CCN1C(=O)OC(C)(C)C1(C)O (configuration not stated) | 5% | 15% | -5% | -10 | -1 | -5% | x
Cc1ccc(S(=O)(=O)Nc2ccc3ncccc3c2)cc1 | u | 3% | -7% | -8 | -2 | 0% | 13%
CCN(CC)S(=O)(=O)c1ccc(/C=C/C(=O)OCC(=O)Nc2ccc(C(N)=O)cc2)cc1 | 4% | 8% | 5% | 13 | 5 | 1% | 0%
O=[n+]1cc(-c2ccc(F)cc2)n([O-])c2c1CCC2 | 16% | 4% | 4% | -15 | -1 | -3% | -2%
O=C(Nc1ccc(NC(=O)c2cccs2)cn1)c1ccco1 | -25% | -26% | 6% | 27 | 51* | 0% | 281%[activator]
Cc1cc(C)n(/N=C/c2cc([N+](=O)[O-])ccc2O)c(=O)c1 | u | 2% | 35%[activator] | 10 | -3 | -13% | u
O=C1C2C3CCC(C3)C2C(=O)N1CNc1ccc(F)cc1 (configuration not stated) | 6% | -8% | -2% | -9 | -2 | 0% | -1%
CC(NC(=O)Cn1c(NCCO)nc2ccccc21)C1CC2CCC1C2 (configuration not stated) | u | 7% | 0% | 20 | -3 | -1% | u
CCOc1ccc(CONS(=O)(=O)c2ccc(NC(C)=O)cc2)cc1Cl | u | 3% | -3% | -3 | -5 | -1% | 4%
CC1(C)C[C@@H]2C[C@@](C)(CN2C(=O)c2ccccc2)C1 | 47%[activator] | 5% | 3% | -6 | -3 | 1% | 0%
O=C(O)C1CCCCC1C(=O)Nc1ccccc1Cl (configuration not stated) | x | 0% | 3% | -18 | -1 | -5% | 2%
Cc1cccc(N2CCN(C(=S)NCc3ccco3)CC2)c1C | u | 1% | -11%[11.6 µM] | 14 | 4 | -4% | u
C/C(=N/NS(=O)(=O)c1cccc([N+](=O)[O-])c1)c1ccncc1 | -22% | -2% | -5% | 14 | -2 | -12% | 13%
COc1ccc(NC(=O)CSc2nc(C)c3c(c2C#N)CCCC3)cc1 | 32%[activator] | -1% | -1% | -25 | 2 | 3% | -9%
CCCOc1ccc(-c2nn(-c3ccccc3)cc2/C=C2\SC(N)=NC2=O)cc1C | u | 4% | 8% | -14 | -9 | -1% | -15%
COc1ccc(CCNC(=O)NC23CC4CC(CC(C4)C2)C3)cc1 | x | 8% | 0% | 62 | 30 | 3% | -3%
Cc1ccc(C(=O)N2CCCC(c3ccccc3)=N2)cc1 | -22% | 6% | 0% | 18 | 22 | 3% | u
O=C(O)CCC(=O)NCCc1cccc(Cl)c1 | -33%[5.75 µM] | 6% | 8% | -6 | -1 | 2% | -2%
CNC(=O)NC(=O)CSc1nnc(C(F)(F)F)n1C | x | 0% | -2% | -20 | -5 | 1% | 9%
CC(=O)c1ccc(OCc2cc(C(=O)N(C)Cc3nc4c(C)cccc4[nH]3)no2)cc1 | -6% | 0% | 13% | 18 | 7 | -1% | u
CC(=O)N1CCc2cc(S(=O)(=O)CCC(=O)Nc3ccc(Cl)cc3F)ccc21 | u | 9% | 17% | 3 | -5 | 6% | 4%
